HIV RNase H inh: inhibitors of HIV-1 reverse transcriptase RNase H; P04585; RT-RNase H RNA/DNA duplex cleavage, fluorescence; inhibition, % at 10 µM; actives 1.9% (n = 65,000); in the data active means inhibition above about 50%
RmlCD inh mix: inhibitors of RmlC and RmlD coupled enzymes; RmlC/RmlD coupled enzyme inhibition, 384-well mixture HTS; inhibition, % at 5.5 µM; actives 0.39% (n = 110,000); AID 1532; in the data active means inhibition above about 30%, passing the limit was not always enough; further: strong numbers were not always called active
An asterisk follows results filed as active; x = no result given. Only part of the results is shown (hit frequency here may not be typical).

Values run as follows: HIV RNase H inh	RmlCD inh mix
1	COC(=O)C1=C(C)N(CCCC(=O)O)C(=O)NC1c1ccccc1OS(=O)(=O)c1ccc([N+](=O)[O-])cc1 (stereo unspecified)
    x	5
2	O=c1oc2ccccc2c(Nc2ccccc2)c1[N+](=O)[O-]
    x	9
3	CSc1nc(C)c(CCOC(=O)c2cccc(C)c2)c(=O)[nH]1
    x	-6
4	CC(C)(C)C(=O)Cn1c(=N)n(Cc2ccccc2)c2ccccc21
    -1	-6
5	NC(=O)[C@H]1CC2(CC(c3cccc(NC(=O)c4ccccc4)c3)=NO2)CN1C(=O)[C@H]1CCC(=O)N1 (stereo partly specified)
    x	-12
6	Cc1nn(-c2ccc(F)cc2)c(Cl)c1/C=C(\CC(=O)O)c1nc2ccccc2s1
    x	3
7	CCOC(=O)CC1=CC(C)(CC(=O)OCC)C(C#N)(C#N)C(N)=C1C#N (stereo unspecified)
    7	5
8	CC[n+]1cc(-c2ccccc2)nc(N2CCOCC2)n1
    48	-11
9	CCOC(=O)C1=C(Cn2ccc(C(F)(F)F)n2)NC(=O)NC1c1ccc2c(c1)OCO2 (stereo unspecified)
    -3	-6
10	N#Cc1c(-c2ccc(Cl)cc2Cl)nc2n(c1=O)CCS2
    -22	-9
11	CCOc1ccccc1OCCOc1cccc(C(F)(F)F)c1
    x	8
12	COc1cc(C2C(C#N)=C(N)N(c3cccnc3)C3=C2C(=O)CC(C)(C)C3)ccc1O (stereo unspecified)
    x	7
13	COc1cc(CN2CCC(C(=O)N3CCCC(C)C3)CC2)cc(Br)c1O (stereo unspecified)
    3	-24
14	COc1ccc(C(=O)NCc2cn3ccccc3n2)cc1
    -15	x
15	CCc1nn(CC(=O)N2CCN(Cc3ccc4c(c3)OCO4)CC2)c(=O)c2cc3occc3n12
    -13	-11
16	CCOC(=O)c1[nH]c(C)c(C(=O)N(CC)CC)c1C
    -8	-7
17	Cc1[nH]n(-c2ccccc2)c(=O)c1/C=N/c1ccccn1
    -5	3
18	CSc1nc(SCC(=O)NC(c2ccccc2)c2ccccc2)c2c3c(sc2n1)CN(C)CC3
    x	-6
19	CCc1nnc(SCc2ccc(CSc3nnc(CC)n3N)cc2)n1N
    10	6
20	COc1ccccc1C(=O)NCCn1cc(SCC(=O)Nc2cc(C)on2)c2ccccc21
    -60	15
21	CC1CCCN(Cc2cnc(Cl)s2)C1 (stereo unspecified)
    x	-88
22	O=C(c1ccccc1)C(Sc1ncn[nH]1)c1ccccc1 (stereo unspecified)
    -17	-17
23	COc1ccc(OCC(=O)Nc2cccc(-c3nc4ccccc4[nH]3)c2)cc1
    x	-11
24	O=C(Cn1cnc2c(nnn2Cc2ccccc2)c1=O)N1CCN(c2ccccc2)CC1
    -4	8
25	COc1ccc(C(C)(C)C)cc1NC(=O)COC(=O)c1cnc(C)cn1
    7	3
26	CCN(CC)CCNC(=O)C(C)c1nn(C)c(=O)c2ccccc12 (stereo unspecified)
    x	-3
27	N=c1c(C(=O)NCc2ccco2)cc2c(=O)n3ccccc3nc2n1CCc1ccccc1
    -9	26
28	CCn1c(=O)n(CC)c2cc(S(=O)(=O)N3CCC(c4ccccc4)CC3)ccc21
    -8	-1
29	CCOC(=O)N1CCN(Cc2cn3ccccc3n2)CC1
    20	9
30	O=C(O)Cn1nnc(-c2cccs2)n1
    -23	x

One compound at a time, from the list above.
Entry for CC(C)(C)C(=O)Cn1c(=N)n(Cc2ccccc2)c2ccccc21 : HIV RNase H inh: -1; RmlCD inh mix: -6
Entry for N=c1c(C(=O)NCc2ccco2)cc2c(=O)n3ccccc3nc2n1CCc1ccccc1 : HIV RNase H inh: -9; RmlCD inh mix: 26

Shown tab-delimited: entries from further up
nr	SMILES	HIV RNase H inh	RmlCD inh mix
12	COc1cc(C2C(C#N)=C(N)N(c3cccnc3)C3=C2C(=O)CC(C)(C)C3)ccc1O (stereo unspecified)	x	7
13	COc1cc(CN2CCC(C(=O)N3CCCC(C)C3)CC2)cc(Br)c1O (stereo unspecified)	3	-24

More entries
Values run as follows: HIV RNase H inh	RmlCD inh mix
31	COc1ccc(S(=O)(=O)NC2CC3CCC2C3)cc1Cl (stereo unspecified)
    -38	-1
32	O=P(O)(CN1CCCCC1)C1CCCCC1O (stereo unspecified)
    -8	x
33	CCOC(=O)N1CCN(Cc2nc(-c3ccc(Cl)cc3)no2)CC1
    x	-9
34	C=C1CCN([C@@H](Cc2ccccc2)C(=O)NCc2ccccc2)S(=O)(=O)c2ccccc21
    x	-11
35	COc1ccc(C(C(=O)NC2CCCCC2)N(C(=O)c2cccs2)c2ccc3c(c2)OCO3)cc1 (stereo unspecified)
    x	-2
36	COc1cc(C(CC(=O)N2CCCC2)c2c(OC)cc(OC)c3c(-c4ccccc4)cc(=O)oc23)cc(OC)c1OC (stereo unspecified)
    x	5
37	O=c1c2ccccc2[nH]c(=S)n1CCCN1CCN(C2CCCCC2)CC1
    5	-49
38	Cc1ccc(-c2c(C)n([O-])c3c([n+]2=O)CCCC3)o1
    x	9
39	CS(=O)(=O)N(CC(=O)NC1CC1)c1cccc(F)c1
    -7	-5
40	COc1ccc(C(=O)NNC(=S)NC(=O)c2ccco2)cc1
    x	8
41	O=C(Nc1ccccc1N1CCN(c2ccccc2)CC1)C12CC3CC(CC(C3)C1)C2
    x	10
42	CSCCC1NC2(C(=O)Nc3c(Cl)cccc32)[C@@H]2C(=O)N(C3CCCC3)C(=O)[C@H]12 (stereo partly specified)
    -3	8
43	O=S(=O)(c1ccc(OCC(O)CN2CCN(c3ccccc3)CC2)cc1)N1CCOCC1 (stereo unspecified)
    -5	7
44	CCCc1n[nH]c(=O)[nH]1
    1	-2
45	Cc1cc(NC(=O)c2cc(C(C)C)on2)nn1Cc1ccc(Cl)cc1
    x	4
46	CCOC(=O)c1ccc(NC(=O)Cn2nnc(-c3ccccc3)n2)cc1
    4	3
47	O=C(Nc1ccccc1)NC1(C(=O)NCc2cccs2)CCCCC1
    x	-6
48	CCOC(=O)N1CCC(NC(=O)c2cc(S(=O)(=O)N3CCOCC3)ccc2F)CC1
    13	6
49	Cn1c(SCc2nc3ccccc3n2CCO)nc2ccccc21
    -14	-6
50	Cc1[nH]c(=O)[nH]c(=O)c1S(=O)(=O)N1CCCC(C(=O)N2CCC(Cc3ccccc3)CC2)C1 (stereo unspecified)
    -7	-13
51	Cc1ccc(CNC(=O)C(=O)NCC2OCCN2S(=O)(=O)c2cccs2)cc1 (stereo unspecified)
    x	-19
52	CC(C)n1c(C(=O)OCC(=O)NCc2ccc3c(c2)OCO3)cc2occc21
    -7	1
53	N#Cc1c(-c2ccco2)nc(SCc2ccc(F)cc2)[nH]c1=O
    9	-10
54	O=C(O)C1=CCNCC1
    x	12
55	COC(=O)C1=C(c2cccc(OC)c2OC)C[C@@H]2CC[C@H]1N2C(=O)N1CCOCC1
    x	7
56	COc1ccc(/C=C(\NC(=O)c2ccc(OC)c(OC)c2)C(=O)NCCc2c[nH]c3ccccc23)cc1
    x	6
57	CCOc1ccc2cc(C#N)c(SCC(=O)NC(C)CC)nc2c1 (stereo unspecified)
    58*	-1
58	Cc1nc(SC2C=CS(=O)(=O)C2)n[nH]1 (stereo unspecified)
    -1	12
59	Fc1ccccc1CSc1nnc(-c2cnccn2)n1Cc1ccco1
    -88	x
60	CC(C)(C)c1cnnn1-c1ccc(NC(=O)c2ccc(Br)o2)cc1
    9	3
61	COc1ccc(NC(=O)CN2CCC3(O)CCCCC3C2c2ccccc2OC)cc1 (stereo unspecified)
    0	5
62	O=c1c(-c2ccnn2-c2cccc(Cl)c2)cnc2n1CCS2
    x	-11
63	Cc1cc(C(=O)N2CCN(Cc3ccccc3)CC2)on1
    x	5
64	CCCN1C(=O)c2ccccc2NC1c1ccc(OC)cc1O (stereo unspecified)
    -2	36
65	CCCCCn1c(=O)[nH]c2cc(C(=O)N3CCN(Cc4ccc5c(c4)OCO5)CC3)ccc2c1=O
    x	-35
66	N#CC1=C2SCN(c3ccc(F)cc3)CN2C(=O)CC1c1cccc(F)c1 (stereo unspecified)
    51*	6
67	Cn1c(SCC(=O)N/N=C/C=C\c2ccco2)nc2ccccc21
    x	13
68	CCCCNC(=O)C1CCN(S(=O)(=O)c2cnc[nH]2)CC1
    -34	-11
69	O=S(=O)(c1cccs1)N1CCN(C/C=C/c2ccccc2)CC1
    -20	-9
70	Cc1nn(C(C)C(=O)NNC(=S)Nc2ccc(Cl)cc2)c(C)c1[N+](=O)[O-] (stereo unspecified)
    x	-15
71	CC1Cc2ccccc2N1C(=O)CSc1nnc(CSc2ncccn2)n1C (stereo unspecified)
    8	-12
72	CCOC(=O)c1csc(NC(=O)CSc2nnc(C3CC3)n2C)n1
    7	-5
73	CCOC(=O)c1cccc(NC(=O)Cn2c(CC(=O)NC)nc3ccccc32)c1
    -1	-2
74	Clc1ccc(-c2cc(CSc3ccccc3)on2)cc1
    x	-19
75	CCN(CC)CC(=O)Nc1ccc2c(c1)Nc1ccccc1CC2
    12	0
76	Cc1nc(SCC(=O)c2ccc(Cl)cc2)c([N+](=O)[O-])[nH]1
    x	-12
77	COc1cccc(OCCCCN2CC(C)OC(C)C2)c1 (stereo unspecified)
    x	5
78	CCOC(=O)C1CCCN(C(=O)c2ccc3c(=O)n(CCOC)c(=S)[nH]c3c2)C1 (stereo unspecified)
    -5	5
79	Cc1nc(SC(C(=O)c2ccccc2)c2ccccc2)n[nH]1 (stereo unspecified)
    x	-2
80	CC(=O)c1ccc(N(C)C)c2c(N(C)C)cccc12
    4	11
81	CCOC(=O)C1CCCN(CC(=O)NC2CC2)C1 (stereo unspecified)
    -2	10
82	CCN1CCN(Cc2ccc(NC(=O)c3cc(NC(=O)c4ccc5n[nH]nc5c4)cc(OC)c3)cc2C(F)(F)F)CC1
    x	-12
83	CC(=O)Nc1ccc(OC(F)(F)C(F)F)c(NC(C)=O)c1
    x	-6
84	NS(=O)(=O)c1ccc(CCNC(=O)Nc2ccc(Cl)cc2)cc1
    -3	8
85	Cc1onc(-c2ccccc2)c1C(=O)NCCN1CCOCC1
    -8	x
86	CCOC(=O)CN1C(=O)C(O)(CC(=O)c2ccccn2)c2ccccc21 (stereo unspecified)
    -10	-5
87	O=c1[nH]nnc2sc3c(c12)CCCC3
    -24	1
88	COc1ccc(CCNC(=O)C2CC(c3c(Cl)cccc3Cl)=NO2)cc1 (stereo unspecified)
    x	-1
89	Cc1cnn(-c2nc(-c3cccs3)cc(C(F)(F)F)n2)c1
    0	4
90	COc1cc(Nc2ccc(C)cc2)c([N+](=O)[O-])nc1[N+](=O)[O-]
    x	11

The final 2 compounds of the section above lead into the next:
Values run as follows: HIV RNase H inh	RmlCD inh mix
89	Cc1cnn(-c2nc(-c3cccs3)cc(C(F)(F)F)n2)c1
    0	4
90	COc1cc(Nc2ccc(C)cc2)c([N+](=O)[O-])nc1[N+](=O)[O-]
    x	11
91	CCCn1nnnc1SCC(=O)N1CCOCC1
    -9	8
92	Cc1cc(C)n2nc(C(=O)OCCOc3ccc(Br)cc3)nc2n1
    -3	x
93	O=C(COC(=O)c1ccco1)NC1CCCCC1
    13	-14
94	Cc1cc(C)nc(-n2nc(C)c(C3(O)C(=O)Nc4ccccc43)c2N)n1 (stereo unspecified)
    5	-10
95	CC(C)c1ccc(CNCc2ccccc2)cc1
    x	-14
96	COc1ccc(-n2c(Cc3cccn3C)nnc2SCC(=O)NCc2ccccc2Cl)cc1
    -9	-10
97	Cc1ccc(-n2c(-c3cccc(C)c3)n[nH]c2=S)cc1
    x	-4
98	Cc1ccc(NC(=O)c2nc(C)n(-c3ccc([N+](=O)[O-])cc3)n2)cc1
    x	12
99	N/C(=N\OC(=O)Nc1ccc(Cl)c(Cl)c1)c1ncc(C(F)(F)F)cc1Cl
    x	-12
100	COc1ccc(NC(=O)Nc2cc(C)ccc2F)cc1
    x	9
101	O=C(Cn1cc(C(=O)C2CC2)c2ccccc21)NCC1CCCO1 (stereo unspecified)
    -7	13
102	O=C(c1ccco1)N1CCN(C(=O)C2CCN(S(=O)(=O)c3cnc[nH]3)CC2)CC1
    -7	-11
103	O=C(CCOc1ccccc1)N1CCN(S(=O)(=O)c2cccs2)CC1
    x	0
104	Cc1nnc(-c2cnn(-c3ccccc3)c2N)n1Cc1cccc(C(F)(F)F)c1
    x	0
105	C=CCOc1ccc(Oc2cc(C)nc(SC)n2)nn1
    x	12
106	Cc1ccc(Cl)cc1N1CCN(C(=O)CCC(=O)O)CC1
    -7	44
107	COCCCN1C(=O)c2[nH]nc(-c3cc(C)cc(C)c3O)c2C1c1ccc(O)c(OC)c1 (stereo unspecified)
    14	-28
108	CCOc1ccccc1C(=O)NCCCN1CCN(CCCNC(=O)c2ccccc2OCC)CC1
    -3	5
109	CCOC(CNC(=O)CCc1c(C)nc2nc(C)nn2c1C)OCC
    x	-16
110	c1ccc(C(c2nnnn2C2CCCC2)N2CCN(c3ccccc3)CC2)cc1 (stereo unspecified)
    x	-3
111	Cc1ccc(-n2c(N)c(C#N)c(-c3ccc(Cl)cc3)c(C#N)c2=O)cc1
    x	-5
112	O=c1[nH]c(CSc2nnc(-c3ccco3)n2-c2ccccc2)nc2sc3c(c12)CCC3
    7	x
113	C=C(C)c1sc(-c2ccc(Cl)cc2)nc1C
    x	0
114	Cc1c(C(=O)N2CCCC2)sc(NC(=O)c2ccc(Cl)cc2)c1C#N
    x	13
115	COc1ccc(C2C(=O)N(C3CCCCC3)CC(=O)N2CC2COc3ccccc3O2)cc1 (stereo unspecified)
    x	-5
116	Cc1c(C(=O)NCC2CCCO2)oc2ccc(S(=O)(=O)N3CCCCC3)cc12 (stereo unspecified)
    0	x
117	CC(C)CC(=O)NC1(C(F)(F)F)C(=O)Nc2c1c(=O)n(C)c(=O)n2C (stereo unspecified)
    -6	3
118	CCSc1ncnc2c1oc1ccccc12
    -13	5
119	COc1cc(OC)cc(C(=O)Nc2ccc3c(c2)COC3=O)c1
    4	10

Numbers 118 to 119 from above:
Values run as follows: HIV RNase H inh	RmlCD inh mix
118	CCSc1ncnc2c1oc1ccccc12
    -13	5
119	COc1cc(OC)cc(C(=O)Nc2ccc3c(c2)COC3=O)c1
    4	10

Assay outcomes from PubChem BioAssay.
